# Screening results: PubChem BioAssay, National Center for Advancing Translational Sciences (NCATS)
# p53null 39C tox: kills p53 null cells at the nonpermissive temperature. 0.97% of 55,000 active. H1299 p53-null (neo) cells, 39C, ATPlite viability, 24 h. AID 904. Potency, µM (titrated, usually from 46.1 µM), without a hit: top-dose activity, negative = cell killing, most hits filed as cytotoxic;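 further: 0% = DMSO only and -100% = full killing by 100 µM tamoxifen; nearly all actives have a fitted effect of over 50% in size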
#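 Following overnight plating at 37C (600 cells/well), H1299-neo or H1299-p53A138V cells are dosed up to 46 uM. Incubation lasts 24 hr at 39C before ATP detection.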
# p53null 32C kill: kills p53 null cells at the permissive temperature; Potency, µM (titrated, usually from 46.1 µM), for the others: top-dose activity change, negative = cytotoxicity, usual class: cytotoxic; H1299-neo p53 null cells, ATP luminescence, 24 h, 32C; 0.62% of 55,000 active;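 further: 0% = DMSO only and -100% = full killing by 100 µM tamoxifen; nearly all actives have a fitted effect of over 55% in size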
#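 ATP-content luminescence in p53-null H1299-neo cells after 24 h compound exposure (up to 46 uM) at 32C permissive temperature; 0% and 100% killing set by DMSO and 100 uM tamoxifen; Hill-equation AC50.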
# Starred values were filed as active, the others as inactive; ? = inconclusive; [ ] = remark or other dose. The call rests on the fitted dose curve; in most records, active means well fitted cell-killing curve with a large enough effect; inconclusive means small, poorly fitted or top-dose-only effect; inactive means no such curve, though single readings can be large or run the other way. Potency means the concentration at half of the fitted maximal effect.
SMILES,p53null 39C tox,p53null 32C kill
CCC1CCc2c(sc(NC(=O)c3ccco3)c2C(N)=O)C1 (stereo not given),-22.7%,?
COc1ccc(Cn2nnnc2CN2CCOCC2)cc1,25.6%,9.7%
CC1CCCN(CCC(=O)Nc2ccc3c(c2)CCC3)C1 (stereo not given),-3.0%,-4.4%
O=C(Nc1ccc(F)cc1)C(c1ccccc1)N1CCN(S(=O)(=O)c2ccccc2)CC1 (stereo not given),2.8%,-4.8%
C=CCNC(=O)c1ccc2nccnc2c1,-1.6%,1.7%
COc1ccc(-c2cn3ccc4ccccc4c3n2)cc1,?,?
CCOC(=O)CCc1c(C)c2c(C)nn(-c3ccccc3)c2[nH]c1=O,-0.9%,0.1%
CC1N(O)C(C)(C)C(c2ccccc2)=[N+]1[O-] (stereo not given),23.7%,13.6%
COc1ccc(OCCNC(=O)c2ccccc2OCC(=O)N2CCCCC2)cc1,-0.7%,-1.1%
Cc1c(NC(=O)CCC(=O)N2CCOCC2)c(=O)n(-c2ccccc2)n1C,31.5%,9.7%
Cc1cccc(-n2c(SCC(=O)NC3CCCC3)nnc2-c2ccoc2C)c1,3.2%,-0.5%
O=C(CCN1CCN(c2ccccc2)CC1)Nc1ccc(Cl)cc1,6.7%,7.9%
COc1ccc(OCCN2C(=O)NC(C)(c3ccc(C)cc3)C2=O)cc1 (stereo not given),-12.3%,2.7%
CC(NC(=O)C(NC(=O)C1CCCN1C(=O)OC(C)(C)C)C(C)C)C(N)=O (stereo not given),-2.8%,-0.9%
CN(C)CCCNCCCNC(=O)/C(=N\O)c1ccccn1,-10.6%,0.6%
COc1ccc(NC(=O)CSc2nnc(-c3ccoc3C)n2CC2CCCO2)cc1 (stereo not given),15.3%,-0.1%
S=C1NCCc2ccc(Cl)cc2C1c1ccccc1Cl (stereo not given),-9.3%,-2.4%
CCOC(=O)c1ccc(NC(=O)CNS(=O)(=O)c2ccccc2)cc1,19.4%,-9.8%
COc1cccc(NC(=O)Nc2cccs2)c1,?,-21.3%
Nc1ccc(C(=O)n2c3ccccc3c3ccccc32)cc1,1.1%,25.5%

# Seven entries picked at random from the list so far, as already listed:
SMILES,p53null 39C tox,p53null 32C kill
Cc1cccc(-n2c(SCC(=O)NC3CCCC3)nnc2-c2ccoc2C)c1,3.2%,-0.5%
COc1ccc(OCCN2C(=O)NC(C)(c3ccc(C)cc3)C2=O)cc1 (stereo not given),-12.3%,2.7%
COc1ccc(NC(=O)CSc2nnc(-c3ccoc3C)n2CC2CCCO2)cc1 (stereo not given),15.3%,-0.1%
C=CCNC(=O)c1ccc2nccnc2c1,-1.6%,1.7%
CCC1CCc2c(sc(NC(=O)c3ccco3)c2C(N)=O)C1 (stereo not given),-22.7%,?
COc1cccc(NC(=O)Nc2cccs2)c1,?,-21.3%
Nc1ccc(C(=O)n2c3ccccc3c3ccccc32)cc1,1.1%,25.5%

# Carrying on.
SMILES,p53null 39C tox,p53null 32C kill
Cc1cc(S(=O)(=O)N2CCN(c3ncccn3)CC2)ccc1-n1cnnn1,-3.7%,-16.4%
O=C(NCC1CCCO1)c1nc2c(nnn2Cc2ccccc2Cl)c(=O)[nH]1 (stereo not given),13.6%,5.2%
O=C(COc1ccc(Cl)cc1)Nc1nc(-c2cccs2)cs1,-22.7%,-4.8%
CC(=O)Nc1ccc(NC(=O)Cn2cc3c(n2)CCC(C)C3)cc1 (stereo not given),6.0%,-2.2%
CC(=O)Nc1nc(-c2ccccc2)ns1,15.7%,-5.2%
CCn1cc(C(=O)NCC2CCCO2)c(=O)c2cc(S(=O)(=O)N(C)C)ccc21 (stereo not given),13.3%,-5.1%
CCOC(=O)C1=C(C)N=C2SC(C)C(=O)N2C1c1ccc(OC(C)=O)c(OC)c1 (stereo not given),23.7%,9.5%
Cc1ccc(C)c(Oc2ncnc(N)c2[N+](=O)[O-])c1,13.0%,-5.0%
CN(c1ccc(C(=O)N2CCc3ccccc3C2)cc1)S(C)(=O)=O,-11.3%,?
COCC(=O)Nc1nc(-c2ccc(C)cc2)c(C)s1,-12.8%,2.5%
CN1CCN(Cc2nc3c(c(=O)[nH]c(=O)n3C)n2CCc2ccccc2)CC1,2.5%,-3.7%
N#Cc1cc2c(nc1SCc1ccc(Cl)cc1)CCCC2,-1.5%,-4.6%
COC(=O)c1sccc1NC(=O)c1ccc(C)s1,-19.1%,0.2%
CC(C)c1nnc(NC(=O)C2CCCCC2)s1,1.0%,-1.7%
CCCCNc1c2c3c(cccc3n(C)c1=O)C(=O)c1ccccc1-2,-4.9%,19.7%
COc1ccc(C(c2sc3nc(C)nn3c2O)N2CC(C)OC(C)C2)cc1OC (stereo not given),3.2%,2.2%
O=c1c2ccccc2nc(/C=C/c2cccc([N+](=O)[O-])c2)n1CCO,3.2%,2.3%
COc1ccc(/C=C(/NC(=O)c2ccccc2)C(=O)N/N=C/c2sccc2C)cc1,10.4%,14.1%
Cc1cccc(OCc2nnc(SCC(=O)N3c4ccccc4CC3C)n2C)c1C (stereo not given),-1.5%,10.9%
COC(=O)C1=C(C)Nc2nnnn2C1c1cccnc1 (stereo not given),4.7%,-10.6%

# Complete entries, quoted from the list.
# Record of CC(C)c1nnc(NC(=O)C2CCCCC2)s1 = p53null 39C tox: 1.0%; p53null 32C kill: -1.7%
# Record of C=CCNC(=O)c1ccc2nccnc2c1 = p53null 39C tox: -1.6%; p53null 32C kill: 1.7%

# (cont.)
SMILES,p53null 39C tox,p53null 32C kill
O=C(NCCc1ccccc1F)C1CCCN1S(=O)(=O)c1ccc2ccccc2c1 (stereo not given),3.8%,-6.7%
CCS(=O)(=O)N1CCN(c2ccc(C(=O)NC3C4CC5CC(C4)CC3C5)cc2[N+](=O)[O-])CC1 (stereo not given),-4.5%[1.84 µM],-0.2%
Cc1c(Cl)cnc(NC(=O)COC(=O)c2ccc([N+](=O)[O-])s2)c1Cl,-0.8%,-9.5%
COC(=O)Cn1c(C(F)(F)F)nc2ccccc21,-7.4%,-7.8%
N#CCSc1nnc(COc2ccccc2)n1-c1ccccc1,-11.0%,-18.2%
Clc1cccc(Cl)c1Cn1nnc(-c2cccs2)n1,10.4%,-3.7%
CCO/N=C(\C)c1c(O)c(CC)c(-c2ccccc2)n(-c2ccccc2)c1=O,15.4%,-0.1%
CN1CCN(c2ccc(S(=O)(=O)N3CCCCC3)cc2NC(=O)Cc2ccc(Cl)cc2)CC1,11.5%[1.84 µM],-2.6%
O=C(CSc1nnc(-c2ccncc2)n1Cc1ccco1)Nc1nccs1,-8.5%,-12.1%
CCCCCCCCc1nc(=S)[nH][nH]1,4.5%,-1.1%
CCNc1ccc(Br)cc(C(=O)/C=C/c2c(Cl)cccc2Cl)c1=O,17.9%,15.0%
COc1ccc(C)cc1N(C(=O)c1ccc(F)cc1)c1nc2ccccc2s1,-5.3%,5.6%
O=C1C2CCCN2C(c2ccc(Cl)cc2)N1c1nccs1 (stereo not given),2.4%,9.5%
CC1/C(=N/O)CC(c2ccccc2)N(C)C1c1ccccc1 (stereo not given),-1.3%,0.2%
CC(NC(=O)c1cccs1)C(c1cccs1)N1CCOCC1 (stereo not given),9.8%,4.4%
O=C(CSc1nc(-c2ccccc2Cl)ns1)Nc1ccc2c(c1)OCO2,18.2%[1.84 µM],7.8%
CC(C)[C@H](NC(=O)c1ccccc1)C(=O)N1CCc2ccccc21,15.1%,3.7%
CCCCC(c1nnnn1CCOC)N1CCN(Cc2ccccc2)CC1 (stereo not given),12.4%,8.2%
O=c1cc(-c2ccccc2F)oc2ccccc12,-25.5%,-27.8%
CC(C)(C)n1nnnc1C(c1ccc(Cl)cc1)N1CCSCC1 (stereo not given),-8.5%,3.0%
O=C(COc1ccccc1F)N1c2ccccc2CCc2ccccc21,-4.8%,-2.2%
CCCCCCCNC1=CC(=O)CC(c2ccco2)C1 (stereo not given),-13.9%,-4.5%
CN=C1c2cc3cc(OC)ccc3n2CCN1C,5.8%,-10.0%
Cc1ccc(NC(=O)C(=O)NCc2ccc(/C=N/NC(=O)c3c(C)nc4cc(C)ccn34)o2)cc1,8.4%,0.7%
CCn1cc([N+](=O)[O-])c(C(=O)N2N=C3/C(=C/c4cccs4)CCCC3C2c2cccs2)n1 (stereo not given),-5.4%,5.5%
CC1CCN(C(=O)c2ccc(-n3cnnn3)cc2)CC1,17.8%,0.4%
CCCCCCC1C(C#N)=C(N)OC2=C1C(=O)CC(C)(C)C2 (stereo not given),0.4%,3.9%
CCOC(=O)Cc1csc(NC(=O)CSc2nnnn2-c2ccc(C)c(C)c2)n1,-2.3%,-1.8%
Cc1cccc(NC(=O)CN2C(=O)N/C(=C\c3ccc(N4CCOCC4)cc3)C2=O)c1,16.4%,-0.3%
O=C(CSc1nc2ccccc2o1)c1ccccc1,-10.3%,-0.3%
Cc1nnc(-n2ncc(C#N)c2N)c2nn(-c3cccc(Cl)c3)c(C)c12,6.5%,3.7%
Cc1sc(NC(=O)CSc2nnc(CCNC(=O)c3cccs3)n2C)nc1-c1ccccc1,5.0%,-2.2%
Cn1c(=O)[nH]c(=O)c2c1nc(CN1CCOCC1)n2CCc1ccccc1,8.8%,1.7%
O=C(Oc1ccccc1C(=S)N1CCCCC1)c1cc([N+](=O)[O-])cc([N+](=O)[O-])c1,7.7%,0.9%
Cc1cc(S(=O)(=O)N(Cc2ccccc2)Cc2ccc(N(C)C)cc2)ccc1-n1cnnn1,-20.7%,-11.9%
Cc1ccccc1NC(=O)N1CCCC1C(=O)NCc1cccs1 (stereo not given),-7.6%,1.9%
CCC(CCC(=O)Nc1cccc(C(=O)O)c1)C(=O)O (stereo not given),9.9%,11.8%
O=C(NC1CCCCC1)C(c1ccccc1)N(Cc1ccc2c(c1)OCO2)C(=O)c1cnsn1 (stereo not given),2.5%,-9.3%
Cc1cccnc1NC(=O)CSc1nnc(Cc2ccccc2)o1,7.0%,6.4%
CC1CCCN(CC(O)CN)C1 (stereo not given),1.2%,-0.7%
Cc1c(C(=O)Nc2ccc3c(c2)OCCO3)sc2nc(-c3ccccc3)cn12,-28.8%,-19.5%
CCc1ccccc1NC(=O)CSc1nnc(Cn2nnc3ccccc32)n1C,-2.6%,5.9%
CN(C)CCCNc1oc(-c2ccc(Cl)cc2)nc1C#N,-5.6%,-16.5%
COc1cccc(NC(=O)C2CCCCC2)c1,5.8%,-9.2%
CCCCCCC12CCC(C(=O)O)(CC1)CC2,4.3%,0.4%
CCC(=O)Nc1ncc2c(n1)CC(c1ccco1)CC2=O (stereo not given),0.2%,-5.6%
CCCc1nc(SCC(=O)N2CCN(c3ccccc3)CC2)c2c(=O)n(C)c(=O)n(C)c2n1,13.0%,-1.0%
Cc1cc2nc(SCCN3CCOCC3)[nH]c2cc1C,1.2%,-0.9%
Cc1ccc(S(=O)(=O)Nc2ccc(Cl)cc2C(=O)c2ccccc2)cc1,-7.2%,-1.1%
O=C(CCN1CCOCC1)NCC1COc2ccccc2O1 (stereo not given),-8.3%,-2.6%
COc1ccc2nc(N/C(N)=N/C(=S)Nc3cccc(C)c3)nc(C)c2c1,-13.4%,-17.0%
CCOC(=O)CSc1ccc2nnc(-c3cccs3)n2n1,1.8%,5.6%
COc1cccc(C2/C(=C(/O)c3cnn(-c4ccccc4)c3C)C(=O)C(=O)N2CCN(C)C)c1 (stereo not given),-10.9%,6.2%
CCOC(=O)c1sc(NC(=O)COC(=O)CNC(=O)C2CCCCC2)c(C(=O)OCC)c1C,-4.3%,3.2%
CC(/C=N/n1c(-c2ccc(C)cc2)n[nH]c1=S)=C\c1ccco1,-19.0%,14.4%
CCCn1nnc(NC(=O)Cc2ccc(Cl)cc2)n1,12.3%,11.6%
O=C(/C=C/c1cccs1)NC(=S)NNC(=O)Cc1cccs1,0.3%,-12.5%
CC(C)(C)C(=O)Nc1ccccc1C(=O)Nc1ccccn1,4.3%,1.7%
CCn1c(CNc2ccc(Cl)cc2)nnc1SCCN1CCCCC1,8.7%,-0.2%
CC1CC(NC(=O)Cc2ccc(Br)cc2)CC(C)(C)C1 (stereo not given),-20.5%,-0.8%

# Next section, starting with the last three of the part before.
SMILES,p53null 39C tox,p53null 32C kill
CC(C)(C)C(=O)Nc1ccccc1C(=O)Nc1ccccn1,4.3%,1.7%
CCn1c(CNc2ccc(Cl)cc2)nnc1SCCN1CCCCC1,8.7%,-0.2%
CC1CC(NC(=O)Cc2ccc(Br)cc2)CC(C)(C)C1 (stereo not given),-20.5%,-0.8%
COc1cccc(C2CC(C(F)(F)F)n3ncc(C(=O)Nc4c(C)n(C)n(-c5ccccc5)c4=O)c3N2)c1 (stereo not given),-3.9%,-1.0%
O=C(Nc1nc(-c2ccccc2)c(C(=O)c2ccccc2)s1)c1ccc(S(=O)(=O)N2CCCC2)cc1,16.2%[1.84 µM],3.4%
CCn1cc(CN(C)C(=O)/C=C/c2ccc([N+](=O)[O-])cc2)c(C)n1,4.2%[1.84 µM],-10.9%
Cc1oc2c(cc(NS(=O)(=O)c3cccs3)c3ccccc32)c1C(=O)OC(C)C,-26.4%,-9.9%
COC(=O)c1cc(OC)c(OC)cc1NC(=O)CSc1nnc(-c2cccnc2)n1C,11.0%,4.3%
COc1ccccc1-c1ccc(Nc2ccc(C(=O)N3CCOCC3)cc2)nn1,-4.5%,-4.7%

# Only part of the results is shown. The share of hits here may be higher or lower than overall.
